# Assay outcomes: PubChem, several laboratories
# CCHF vOTU inh: CCHFV vOTU protease inhibitors, primary screen, biochemical, Pep-AMC substrate, fluorescence; Crimean-Congo hemorrhagic fever virus L polyprotein viral ovarian tumor (vOTU) protease …; 0.55% of 370,000 active; AID 651958, 2012; inhibition, % at 11.5 µM; in the data active means inhibition above about 30%; further: 0% = vehicle wells with enzyme and 100% = no enzyme wells
# Rv3671c inh: Rv3671c serine protease inhibitors, primary screen, biochemical, fluorescence polarization, M. tuberculosis H37Rv; AID 2606, 2010; inhibition, % at 5.96 µM; 0.048% of 320,000 active; in the data active means inhibition above about 38%;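 further: extracellular domain of Rv3671c used as enzyme; 0% = enzyme with DMSO and 100% = no enzyme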
# Target sequence (P9WHR9 whole entry, looked up, the tested form may be a part): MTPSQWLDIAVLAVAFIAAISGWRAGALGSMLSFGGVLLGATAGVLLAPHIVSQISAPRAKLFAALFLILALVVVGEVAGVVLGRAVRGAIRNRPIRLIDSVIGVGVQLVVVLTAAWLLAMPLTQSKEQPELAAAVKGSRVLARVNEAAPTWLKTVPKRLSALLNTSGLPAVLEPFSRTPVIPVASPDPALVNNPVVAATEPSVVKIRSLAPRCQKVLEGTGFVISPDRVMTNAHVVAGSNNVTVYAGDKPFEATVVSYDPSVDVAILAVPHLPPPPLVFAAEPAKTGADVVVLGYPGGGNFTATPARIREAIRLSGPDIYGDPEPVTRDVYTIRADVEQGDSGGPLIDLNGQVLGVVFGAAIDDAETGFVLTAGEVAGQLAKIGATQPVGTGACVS
# SARS 3CLpro inh: SARS-CoV 3CLpro protease inhibitors, primary screen, biochemical, quenched FRET | Replicase polyprotein 1ab (Severe acute respiratory syndrome coronavirus), P0C6X7 | recombinant SARS-CoV 3CLpro, quenched FRET peptide cleavage | inhibition, % at 6 µM | 0.14% of 290,000 active; in the data active means inhibition above about 12%
# SSB-PriA inh: inhibitors of Klebsiella pneumoniae PriA binding to SSB C-terminal tail, primary screen, biochemical, AlphaScreen. PriA–SSB C-terminal tail interaction (Klebsiella pneumoniae). AlphaScreen SSBct-PriA binding, biotinylated peptide. inhibition, % at 33 µM. 0.6% of 430,000 active. AID 1272365, 2023; in the data active means inhibition mostly above about 37%, no sharp cut-off; inactive means mostly below about 20%;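 further: plate controls were negative control peptide for no effect and reference peptide for full effect; strong numbers were not always called active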
# DUSP3 inh: VHR1 phosphatase inhibitors, primary screen, biochemical, absorbance, uHTS. recombinant VHR phosphatase, pNPP absorbance. Dual specificity protein phosphatase 3 (Homo sapiens), P51452. 0.52% of 290,000 active. inhibition, % at 13.3 µM. AID 1654, 2009; in the data active means inhibition above about 50%; further: some compounds called inactive have numbers as strong as hits
# Target sequence (P51452 whole entry, looked up): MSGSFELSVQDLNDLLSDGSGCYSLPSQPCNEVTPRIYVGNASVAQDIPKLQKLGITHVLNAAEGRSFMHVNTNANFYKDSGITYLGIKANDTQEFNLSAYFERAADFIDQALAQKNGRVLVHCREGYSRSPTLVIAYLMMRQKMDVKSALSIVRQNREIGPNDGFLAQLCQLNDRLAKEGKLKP
# PrPC TRFRET: inhibitors of human cell surface prion protein PrPC, primary screen, cell-based, TR-FRET; Major prion protein (Homo sapiens), P04156; TR-FRET read-out; inhibition, % at 13.8 µM; 0.43% of 370,000 active; in the data active means inhibition above about 24%; further: 0% = median of the test wells and 100% = reference compound wells
# Vc quorum ag: inducers of Vibrio cholerae quorum light production without autoinducers, primary screen, BH1578 luxS cqsA deficient, single point; 0.16% of 350,000 active; V. cholerae BH1578 lux reporter, luminescence, 6 h; activation, % at 18.7 µM; in the data active means activation mostly above about 9.7%, no sharp cut-off; further: not every result past the cut was called active; inactives centre near 0; reference of the scale not given here
# Yp Topo-I inh: Yersinia pestis topoisomerase I inhibitors, primary screen, biochemical, cleavage product accumulation, plate reader, single point. AID 504884, 2011. activity, % at 10 µM. 0.064% of 360,000 active. Y. pestis Topo-I cleavage product accumulation. DNA topoisomerase I (Yersinia pestis CO92); in the data active means activity above about 50%, passing the limit was not always enough; further: inactives centre near 2
# MazEF act: activators of E. coli MazEF toxin-antitoxin RNase, primary screen, biochemical, fluorescence, uHTS. Endoribonuclease toxin MazF (Escherichia coli (strain K12)), P0AE70. FAM/BHQ RNA-DNA oligo cleavage fluorescence, 5 h. activation, % at 20 µM. 0.32% of 350,000 active. AID 504720, 2011; in the data active means activation above about 50%
# Target sequence (P0AE70 whole entry, looked up): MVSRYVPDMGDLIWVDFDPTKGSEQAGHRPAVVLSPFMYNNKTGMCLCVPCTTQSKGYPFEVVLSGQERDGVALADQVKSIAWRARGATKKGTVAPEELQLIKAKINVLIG
# TcdB GH inh: TcdB glycohydrolase inhibitors, primary screen, biochemical, single point, plate reader; Toxin B (Clostridioides difficile), P18177; TcdB glycohydrolase enzymatic assay; inhibition, % at 9.99 µM; 0.24% of 350,000 active; AID 652162, 2013; in the data active means inhibition above about 10%
# * = called active by the depositor; i = inactive; · = not tested or not shown; & = joins results of further samples.
SMILES,CCHF vOTU inh,Rv3671c inh,SARS 3CLpro inh,SSB-PriA inh,DUSP3 inh,PrPC TRFRET,Vc quorum ag,Yp Topo-I inh,MazEF act,TcdB GH inh
C#Cc1ccc(NC(=O)C2(C)CCN2C(=O)c2ccccc2CCc2ccccc2)cc1 (stereo unspecified),2.2,·,·,·,·,-2.2,i,42.3,·,0.3
c1ccc(-c2nc(N3CCCCC3)nc3ccccc23)cc1,-8.8,-4.1,1.3,-151.7,-5.3,-16.0,0.2,12.2,-10.3,·
COc1ccccc1-n1cnnc1SCC(=O)NC1CCS(=O)(=O)C1 (stereo unspecified),-8.0,-4.4,1.6,-4.5,14.0,3.5,-0.3,-2.7,6.3,-1.0
COCc1cc(=O)[nH]c(-c2ccccc2)n1,-3.7,0.7,-0.2,2.4,18.4,5.0,i,-3.9,1.3,0.9
CCc1cccc(CC)c1NC(=S)NCc1ccc2c(c1)OCO2,6.0,5.2,3.1,25.7,-7.9,-0.5,-0.6,-7.1,-0.8,·
Cc1ccc(CC(CC(=O)O)C(=O)NCC23CC4CC(CC(C4)C2)C3)cc1 (stereo unspecified),-12.9,5.7,3.5,-6.8,-1.4,-0.6,i,0.9,-0.4,-1.2
COCCn1c(SCC(=O)Nc2cc(C)cc(C)c2)nc2ccccc2c1=O,10.9,1.0,-2.5,12.8,8.1,12.0,i,-1.6,-27.3,2.3
COc1ccc(Oc2cc(C(F)(F)F)nc(N(C)C)n2)cc1,-0.5,1.6,4.8,-35.8,-7.1,-2.9,i,7.0,-13.3,-0.4
O=C(Nc1cccc(Cl)c1N1CCOCC1)c1ccco1,16.8,-5.1,3.1,4.4,-17.3,-7.8,-2.6,3.3,13.1,-0.1
CCC1CCCCN1CCCNC(=O)Cn1cnc2sc(C)c(S(=O)(=O)N3CC(C)CC(C)C3)c2c1=O (stereo unspecified),·,-4.0,-1.2,-6.0,30.7,·,-1.2,9.7,0.6,·
O=C(c1ccc(Cl)cc1)c1coc2ccc(O)cc12,5.9,-5.2,6.9,-4.7,12.0,-3.5,-0.1,8.6,4.1,·
CCOc1cc(-c2c(C#N)c(N)nc3c2CCCC3C)ccc1O (stereo unspecified),9.4,2.9,-0.8,4.8,2.6,7.0,-0.4,2.5,12.8,·
CC1C(=O)C(C)C(c2ccc(Br)cc2)NC1c1ccc(Br)cc1 (stereo unspecified),13.3,-10.3,1.9,-0.6,11.3,4.6,i,14.0,-4.2,0.8
N#Cc1c(NC(=O)c2cccnc2)sc2c1CCC2,7.7,-6.8,-3.9,4.9,3.6,9.7,i,-5.2,4.4,·
CCCCCc1cc(=O)[nH]c(=S)[nH]1,-3.2,1.1,0.1,-5.8,3.7,2.7,-0.9,4.2,-0.5,0.8
COCCn1c(SCC(=O)Nc2ccccc2OC)nc2c(oc3ccccc32)c1=O,13.8,-5.9,3.7,-13.4,24.7,-1.7,-0.2,-5.7,-1.4,0.2
O=C(Oc1ccccc1)c1cccc(COC(=O)c2cnccn2)c1,-13.2,7.2,-1.9,-7.9,-8.3,-7.0,-0.5,1.5,-6.9,·
Cc1cccc(NC(=O)CN2C(=O)N/C(=C\c3ccccc3OCc3ccc(C(=O)O)cc3)C2=O)c1,10.6,-31.5,0.9,-1.3,25.5,-8.6,-3.6,14.7,1.4,2.3
Cc1ccc2nc(-c3cccc(Br)c3)cc(C(=O)NC3CC3)c2c1,2.1,-8.1,1.2,-3.9,23.6,3.9,-2.3,5.2,-16.1,1.1
NC(=O)Nc1ccc(Cl)cc1,8.5,-1.9,2.3,4.8,12.7,2.9,-0.5,-0.2,3.5,0.0
C[C@]12c3[nH]c4ccc(Cl)cc4c3CCN1C(=O)[C@@H](CC(=O)NCCN1CCOCC1)C[C@@H]2C(=O)N1CCCCC1,-6.5,·,·,4.1,·,-11.1,i,19.7,1.3,0.0
COc1cc(N2CCCC2)c(OC)cc1/C=C1/NC(=S)NC1=O,7.4,-27.9,-7.9,18.9,1.7,-5.6,0.3,-21.4,10.7,·
CCOC(=O)C1CCN(c2cc3c(cc2NC(=O)c2ccc(OC)c(OC)c2)n(C)c(=O)n3C)CC1,1.0,8.3,3.1,1.3,12.8,-3.7,-6.2,24.7,2.6,2.2
CNC[C@H]1Oc2ccc(NC(=O)Nc3ccc(OC)cc3)cc2C(=O)N([C@@H](C)CO)C[C@H]1C,·,9.4,·,20.3,·,·,·,·,2.3,0.7
Cc1cccc2cc(CN(Cc3ccccc3)C(=O)N(C)C)c(=O)[nH]c12,-10.4,5.6,1.1,-5.8,6.7,4.0,-3.2,8.7,-19.1,·
O=C(CSc1nnc2ccccn12)N1CCc2ccccc21,-2.1,6.9,3.9,4.6,26.2,-0.8,1.2,-11.4,9.0,-1.2
O=c1c2c(ncn2C2CCCC2)n(Cc2ccccc2)c(=O)n1CCOc1ccccc1,6.0,-4.3,3.6,-4.1,-0.3,13.3,i,31.3,-7.5,-0.5
CCOc1ncccc1C(=O)OCc1cn2cc(Cl)ccc2n1,-10.9,-4.8,4.8,-20.9,17.7,0.2,-0.3,-8.1,1.1,·
Cc1cccc(N2C(=O)CN(Cc3sccc3C)C2=S)c1,-12.5,-7.0,2.9,-22.0,-3.8,3.9,-0.3,-12.8,-16.2,·
Cc1ccc(C(=O)NNS(=O)(=O)c2ccc(F)cc2)cc1,3.8,3.7,-1.7,2.8,1.0,-2.8,-0.2,2.3,1.8,-4.0
COc1cc(NC(=O)c2ccccc2C)c(OC)cc1NC(=O)CN1CCOCC1,-22.1,7.3,-0.1,-4.5,20.4,3.9,i,9.8,31.2,0.7
O=C(CCN1CCOCC1)NNC(=S)NC(=O)c1ccccc1,-9.2,1.6,-2.2,-14.9,-12.8,-6.4,-0.3,-12.2,9.6,7.8
CCC(CC)C(=O)Nc1ccc(S(=O)(=O)Nc2nccs2)cc1,-0.9,2.6,4.6,-12.6,13.9,-2.0,-0.2,-0.1,-5.4,0.1
COc1ccccc1N(C)S(=O)(=O)c1ccc(C(=O)Nc2ccc(C(N)=O)cc2)cc1,-15.5,-29.7,·,-1.0,·,2.3,1.0,8.8,5.1,0.4
O=C(CN1CCN(S(=O)(=O)c2ccc(Cl)s2)CC1)NCc1ccc(Cl)cc1,1.0,8.1,-1.8,-19.1,15.5,3.5,-1.4,25.0,1.7,·
COC(=O)/C=C1\S/C(=N/N=C/c2ccccc2)NC1=O,2.9,-2.8,0.9,·,-18.5,-3.4,-0.2,1.2,-6.3,·
CCOC(=O)N1CCN(C(=O)Nc2ccc(Cl)cc2)CC1,3.1,5.5,-4.0,-30.9,-12.4,8.9,-0.5,-8.5,-5.6,·
CCOC(=O)/C=C1\SCC(=O)N1CC(O)CN1C(=O)CS/C1=C/C(=O)OCC (stereo unspecified),10.4,·,·,-5.2,·,-0.8,i,-6.4,-0.4,1.9
CC(C)CN(C(=O)COc1ccc(C(C)(C)C)cc1)C1CCS(=O)(=O)C1 (stereo unspecified),2.0,-5.0,·,-4.0&-2.4,·,1.5,1.5,7.1,0.8,0.7
CC(C)OC(=O)C1=C(N)N2C(=O)CSC2=C(C(=O)OC(C)C)C1,18.8,-1.8,3.1,-10.6,13.9,6.2,2.8,0.2,16.9,·

# As a working copy, part of the list above.
SMILES,CCHF vOTU inh,Rv3671c inh,SARS 3CLpro inh,SSB-PriA inh,DUSP3 inh,PrPC TRFRET,Vc quorum ag,Yp Topo-I inh,MazEF act,TcdB GH inh
CCOC(=O)N1CCN(C(=O)Nc2ccc(Cl)cc2)CC1,3.1,5.5,-4.0,-30.9,-12.4,8.9,-0.5,-8.5,-5.6,·
CCOC(=O)/C=C1\SCC(=O)N1CC(O)CN1C(=O)CS/C1=C/C(=O)OCC (stereo unspecified),10.4,·,·,-5.2,·,-0.8,i,-6.4,-0.4,1.9
CC(C)CN(C(=O)COc1ccc(C(C)(C)C)cc1)C1CCS(=O)(=O)C1 (stereo unspecified),2.0,-5.0,·,-4.0&-2.4,·,1.5,1.5,7.1,0.8,0.7
CC(C)OC(=O)C1=C(N)N2C(=O)CSC2=C(C(=O)OC(C)C)C1,18.8,-1.8,3.1,-10.6,13.9,6.2,2.8,0.2,16.9,·

# Going on with the list.
SMILES,CCHF vOTU inh,Rv3671c inh,SARS 3CLpro inh,SSB-PriA inh,DUSP3 inh,PrPC TRFRET,Vc quorum ag,Yp Topo-I inh,MazEF act,TcdB GH inh
CCNC(=O)CN1C(=O)NC2(CCCCCC2)C1=O,-7.5,13.3,-4.1,-9.2,31.2,1.4,-3.1,6.9,-9.4,·
CCN(Cc1ccncc1)C(=O)c1ccccc1NS(=O)(=O)c1ccc(Br)cc1,-2.4,5.1,2.7,-5.4,25.0,2.2,i,-0.9,2.0,1.3
CC1CN(C(=O)c2ccc(Oc3ccccc3)cc2)CC(C)O1 (stereo unspecified),0.6,1.7,2.1,-12.1,11.1,-2.5,-0.2,3.9,1.3,1.3
Cc1ccccc1C(=O)Nc1ccc(N2CCOCC2)nc1,1.8,-2.2,2.9,-16.8,24.6,-2.5,-0.4,2.8,2.3,·
O=C1C2C(c3ccccc3)C=CC(c3ccccc3)C2C(=O)N1C1CCCCC1 (stereo unspecified),5.7,0.8,-1.6,-6.9,26.9,-2.6,i,-7.0,-3.2,·
Cc1cc(N)n(Cc2cccs2)n1,-0.1,6.2,-1.1,-3.4,10.3,-1.1,i,-0.6,4.2,2.7
FC(F)(F)c1ccc(NC2=NCCCS2)cc1,-8.4,4.1,-1.6,-10.3,14.6,5.1,1.6,-10.5,-1.0,-0.5
Cc1c(Cl)cccc1NC(=O)c1cccc(OC(F)F)c1,2.5,-6.8,-1.0,-31.9,76.3,8.7,-0.2,1.9,-5.0,1.5
COc1ccc(-c2cn3cccnc3n2)cc1NC(=O)CC(C)C,-7.1,5.5,-1.3,-6.3,38.0,-14.2,-0.6,8.5,5.1,·
COc1ccc(C2=Nn3c(nnc3-c3ccccc3OC)SC2)cc1OC,6.4,-0.2,6.0,0.6,38.4,15.1,-0.2,0.2,3.2,·
COc1ccc(CN2CCN(S(=O)(=O)c3ccc(NC(C)=O)cc3)CC2)cc1,8.6,2.3,-0.3,-1.1,15.0,0.6,-2.3,2.6,9.3,0.0
CN(Cc1ccccc1)C(=O)c1ccc(NC(=O)Cc2ccc(NC(=O)C3CCN(C(=O)c4ccccc4)CC3)cc2)cc1,17.5,·,·,-3.2,·,6.7,i,3.9,-2.8,0.2
O=C(N/N=C/c1ccccc1)NC1CCCCC1,19.3,-2.7,-1.4,·,-1.6,3.3,-0.3,0.1,1.3,·
COc1cccc2cc(C(=O)C3=C(O)C(=O)N(c4cc(C)on4)C3c3cccs3)oc12 (stereo unspecified),1.8,-6.6,-10.5,7.4,1.8,2.2,i,39.0,-2.2,-0.7
Cc1ccc(F)cc1C(=O)N1CCOCC1c1cc(C(=O)NCc2ccccc2)no1 (stereo unspecified),0.9,·,·,·,·,-7.2,4.5,4.8,·,0.7
CCCCSCc1ccc(C(=O)O)o1,-2.9,0.6,-0.2,-5.6,9.4,-4.3,i,-5.1,2.7,·
CCn1cc(C(=O)NCc2cccs2)c(=O)c2ccc(C)nc21,7.8,-1.4,0.6,-6.9,15.3,-0.3,-0.4,-1.9,1.4,·
COCCNC(=O)C1Nc2ccc(OC(F)(F)F)cc2C2C=CCC12 (stereo unspecified),-1.2,3.0,·,11.7,·,-11.5,i,-2.1,4.0,·

# This is a subset; the hit share may differ from the screen's.
